Screening results as filed in PubChem.
HIF-2a inh = HIF-2a reporter inhibitors, primary screen, luminescence, 786-0 RCC cells. 786-0 RCC cells HIF-2a reporter, luciferase luminescence, overnight. inhibition, % at 18.8 µM. actives 0.72% (n = 360,000). AID 624352, 2012;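 active means inhibition of the luminescence signal of 40% or more relative to plate controls, in a single-dose primary screen at 18.75 µM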
KKLEB tox = cytotoxicity in KKLEB CF airway cells, primary screen, cytotoxicity control for CF NF-kB inhibitor project, cell-based, uHTS, fluorescence assay plates; KKLEB CF airway cells viability, ATPlite luminescence, overnight; active compounds read low; cells stimulated with P. aeruginosa culture filtrate; activity change (cytotoxicity), % at 5 µM; actives 0.36% (n = 360,000);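 active means corrected activity change at or below -50% at 5 µM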
TWEAK-Fn14 inh = inhibitors of TWEAK-Fn14 signaling, primary screen, luciferase reporter cells, uHTS | inhibition, % at 10 µM | actives 2% (n = 360,000) | TWEAK-stimulated Fn14 reporter cells, luciferase luminescence, 8 h | AID 1159606, 2016; in the data active means inhibition above about 50%
CF NFkB inh = inhibitors of PAF-induced NF-kB signaling, primary screen, cell-based, GFP fluorescence, uHTS; actives 0.86% (n = 360,000); KKLEB NF-kB-GFP reporter, GFP fluorescence overnight; AID 588850, 2011; inhibition, % at 5 µM;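 active means at least 50% inhibition at 5 µM, scaled per plate between neutral and stimulator controls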;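 further: PAF is a Pseudomonas aeruginosa culture filtrate used as stimulus; plate controls were PAF-stimulated DMSO wells for no effect and unstimulated DMSO wells for full effect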
NR2E3 ag-1 = NR2E3 agonists in two-hybrid cells, primary screen, cell-based, luminescence, CHO-S, Gal4-NCOR/VP16-NR2E3; Photoreceptor-specific nuclear receptor (Homo sapiens), Q9Y5X4; luciferase; inhibition of corepressor binding, % at 3.98 µM; actives 0.35% (n = 360,000); AID 602229, 2012;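 active means inhibition above the mean of all tested compounds plus 3 SD, cut at about 70% in these data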;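 further: 0% = DMSO with NR2E3 transfected cells and 100% = cells lacking NR2E3 construct; higher means lower luciferase signal from less NR2E3 corepressor binding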
Target sequence (Q9Y5X4 whole entry, looked up, the tested form may be a part): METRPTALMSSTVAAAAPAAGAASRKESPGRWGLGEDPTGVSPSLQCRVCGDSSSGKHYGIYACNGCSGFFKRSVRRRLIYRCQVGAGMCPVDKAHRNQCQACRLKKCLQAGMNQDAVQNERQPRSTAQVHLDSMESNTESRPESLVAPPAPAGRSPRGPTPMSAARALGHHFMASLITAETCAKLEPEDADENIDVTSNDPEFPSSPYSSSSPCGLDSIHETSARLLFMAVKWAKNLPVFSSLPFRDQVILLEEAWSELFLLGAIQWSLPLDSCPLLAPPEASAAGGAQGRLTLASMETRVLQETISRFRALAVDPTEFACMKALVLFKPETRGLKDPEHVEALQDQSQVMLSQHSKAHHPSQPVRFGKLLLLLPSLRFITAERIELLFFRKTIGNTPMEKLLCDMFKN
hiPSC survival = enhancers of single-cell hiPSC survival, primary screen, ATPlite luminescence; survival enhancement, % at 20 µM; 100% = ROCK inhibitor wells, 0% = DMSO; actives 0.044% (n = 360,000); in the data active means survival enhancement above about 18%;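 further: cells exposed to compounds for 16 hours before the ATP read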
NR2E3 ag-2 = inhibitors of NR2E3-RetCOR corepressor binding, primary screen, NR2E3 agonist project, biochemical, TR-FRET, GST-NR2E3, biotin-RetCOR. actives 0.12% (n = 320,000). Photoreceptor-specific nuclear receptor (Homo sapiens), Q9Y5X4. inhibition of corepressor binding, % at 4.78 µM. AID 2300, 2010. 1536-well;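 active means percent inhibition above the cutoff of mean plus 3 SD of all tested compounds, set per screening campaign, cut at about 20% in these data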;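 further: 0% = DMSO wells and 100% = biotin wells as full block of FRET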
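Material: NR2E3–RetCOR corepressor complex / Amount: 1.35 nM GST-NR2E3 / Medium: Tris pH 7.5 / Compound: single nominal compound dose of 4.8 µM / Incubation: 5 h at 4 °C / Technique: TR-FRET, Eu(K)-anti-GST donor, streptavidin-D2 acceptor, ex 340, em 617/671 nm / Read-out basis: percent loss of FRET ratio relative to control wells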
aDG glyco act = activators of alpha-DG glycosylation, primary screen, uHTS, Pro5-aDG cells, AlphaScreen | actives 0.22% (n = 360,000) | activation, % at 10 µM | alpha-DG glycosylation AlphaScreen (IIH6); 0% Pro5, 100% B10-LARGE cell signal;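 active means activation of at least 8% versus controls, or a plate z-score of at least 8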;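 further: Pro5 are CHO cells carrying HIG-tagged alpha-DG that lacks glycosylation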
Peg3 prom inh = Peg3 promoter-driven luciferase inhibitors, primary screen, cell-based, HeLa, luciferase luminescence; HeLa PEG-Prom luciferase reporter, overnight; inhibition, % at 20 µM; actives 1.7% (n = 360,000);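 active means inhibition of at least 50% at 20 µM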
TRPM1 prom inh = inhibitors of MITF-dependent TRPM1 promoter reporter, primary screen, cell-based, SK-MEL-5, single point, luciferase; actives 0.83% (n = 330,000); SK-MEL-5 TRPM1 promoter luciferase, 24 h; inhibition, % at 12.5 µM;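 active means mean inhibition across replicates of 60% or more, whatever share of single replicates reaches that level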; further: values of inactives mirror those of a sister screen read the other way
Shn3 3UTR inh = reduction of Shn3 3'UTR firefly luciferase signal, primary screen, Schnurri-3 inhibitor project, cell-based, Clone20 osteoblasts, set 2 | Clone20 osteoblast Shn3 3'UTR firefly luciferase, 24 h | inhibition, % at 12.5 µM | actives 0.52% (n = 360,000) | AID 588674, 2011;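 active means mean inhibition of at least 75% with every replicate also reaching 75%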;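 further: 0% = median of neutral control wells and 100% = pilot-screen positive control compound; some compounds past the cut are filed as inactive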
An asterisk follows results filed as active; . = no result given.

Each structure is followed by: HIF-2a inh	KKLEB tox	TWEAK-Fn14 inh	CF NFkB inh	NR2E3 ag-1	hiPSC survival	NR2E3 ag-2	aDG glyco act	Peg3 prom inh	TRPM1 prom inh	Shn3 3UTR inh
O=C(Nc1oc2ccc(Cl)cc2c(=O)c1-c1ccc(F)cc1)c1ccco1
    -10	-14	-20	14	-54	-0.4	-2	0.8	16	17	5
O=C(c1cccc(COc2ccc(Cl)cc2Cl)c1)N1CCN(c2ccccn2)CC1
    -202	-10	-30	-24	-199	1.4	0	0.3	-246	-29	-45
CC(=O)N1N=C2/C(=C/c3ccccc3)CCCC2C1c1ccccc1 (stereo not drawn)
    17	-4	17	10	4	-2.0	0	0.1	21	21	-6
Cc1ccc(C(=O)c2nc(C(=O)NCCO)nc3ccccc23)cc1
    -30	2	2	-40	0	0.3	7	0.5	-43	9	-15
O=C1NC[C@H](CCCCN2C[C@H](Cc3ccc(O)cc3)N(CCc3ccc(O)cc3)C(=O)C2=O)N(CCc2ccccc2)C1=O
    0	.	-4	.	-21	0.2	.	0.2	.	.	.
O=C(c1cccc(Oc2ccc([N+](=O)[O-])cc2)c1)N1CCOCC1
    4	3	-5	-7	-41	-0.6	0	0.0	11	-3	-3
O=C(O)c1ccccc1C(=O)c1ccc(N2CCOCC2)c([N+](=O)[O-])c1
    -3	14	18	-6	-1	-0.3	4	0.0	5	19	19
COc1ccc2cc3c(N)nn(C(=O)c4cccc(F)c4)c3nc2c1
    4	-2	14	50	-11	1.3	0	-0.3	8	-5	2
COc1ccc(-c2cc(C(=O)NCc3ccccc3)no2)cc1OC
    -41	-24	-12	-3	0	-2.3	1	0.3	-12	-6	0
Cc1sc(NC(=O)c2cccs2)nc1-c1ccccc1
    -341	16	41	-56	-98	0.8	1	0.8	-233	-73	-70
CCCN1CCN(C(=O)CCn2c(=O)c3cccn3c3cccnc32)CC1
    3	4	12	5	-11	-0.2	2	-0.2	12	-6	-9
CC(=O)Nc1ccc(-c2csc(NC(=O)CC(NC(C)=O)c3ccccc3)n2)cc1 (stereo not drawn)
    -1	10	38	-9	-23	-0.4	4	-0.1	4	4	10
CN=C(C)/C(C(=O)OC)=C(/O)c1c(F)cccc1F
    14	1	17	8	-17	-0.3	-2	0.1	3	5	-11
O=C(NCC(=O)N(Cc1cccs1)C(C(=O)NC1CCCC1)c1ccncc1)c1ccco1 (stereo not drawn)
    2	-3	1	1	-9	4.5	-3	0.1	-1	3	-14
CCN(CC(=O)Nc1ccc(OC)cc1)C(=O)c1ccc2ccccc2c1
    3	17	4	1	-25	-0.1	.	0.0	-1	0	-10
CC(=O)Nc1ccc(NC(=O)CSc2nnc(-c3cccs3)n2C)cc1
    -9	14	34	-14	-19	-0.7	0	-0.1	1	9	-12
O=C(CN1C(=O)c2ccccc2S1(=O)=O)NC1CCCCC1
    -26	-2	8	9	13	-0.4	1	0.2	-9	5	-8
O=C(O)COCC(=O)Nc1ccc(-n2cnnn2)cc1
    14	2	2	-11	-3	4.9	3	-0.3	1	7	-2
COc1cc(/C=C/C(=O)OCc2csc(CC(=O)Nc3ccc(C)cc3)n2)ccc1OCC#N
    -8	2	-10	-16	-5	0.0	4	-0.2	-14	.	18
CN(C)c1ccc(CN2CCC(C(N)=O)CC2)cc1
    23	3	-8	-2	-10	-1.3	3	0.4	15	0	6
O=C(CNC(=O)c1ccc(Br)o1)Nc1ccncc1
    14	20	16	-18	-19	0.3	0	0.2	5	9	-7
CCOc1ccc2nc(N=NC3=C(O)CC(C)(C)CC3=O)sc2c1
    -60	33	-9	28	-17	-1.3	-5	1.5	0	27	-27
O=C1CCN(Cc2ccc([N+](=O)[O-])cc2)CCN1[C@H](CO)Cc1ccccc1
    -8	-9	1	4	-3	-1.2	2	-0.1	-1	2	2
CC(C)(C)c1ccc(C(=O)N2CCC(=O)N(C(COCc3ccccc3)Cc3ccccc3)CC2)cc1 (stereo not drawn)
    2	14	20	12	-15	-1.3	2	-0.1	48	2	12
CCOc1ccc(-c2nc(C#N)c(N3CCN(C)CC3)o2)cc1
    -22	-2	-19	25	6	0.4	3	0.2	-26	-5	-2
O=S(=O)(NCCc1nc2ccccc2[nH]1)c1ccccc1
    -8	7	-5	-3	-22	1.0	.	0.1	2	6	1
CS(=O)(=O)N(CC(=O)NCCSc1ccccn1)c1ccc(F)cc1
    12	12	-7	-2	2	1.8	4	0.3	5	-3	5
Cc1nn(Cc2ccccc2Cl)c(C)c1NC(=O)c1ccn(C)n1
    7	-12	-3	-5	-2	-1.0	0	-0.1	18	3	9
COc1ccc(CNC(=O)CSc2ncn[nH]2)cc1
    3	7	-17	-14	7	2.5	-2	0.3	4	4	-9
Cc1cc(C(=O)NCc2ccccc2F)cs1
    -45	-5	-13	2	-14	-1.1	-1	0.1	-15	-11	-5
CCOC(=O)C1Cc2c([nH]c3ccccc23)C(C)N1 (stereo not drawn)
    6	3	4	1	5	0.0	1	-0.2	14	-15	-26
Nc1c(C(=O)N2CCCCCC2)oc2ccccc12
    -91	2	-6	-19	8	0.6	0	-0.2	-67	-14	-32
COc1ccc(OC)c(/C=N/NC(=O)CNC(=O)c2ccc(S(=O)(=O)N3CCOCC3)cc2)c1
    14	16	-13	-18	-9	-1.9	1	0.4	-3	-4	0
CCCCn1nc2cc(C(=O)NCc3ccc(OC(F)(F)F)cc3)ccc2c1OC
    -2	9	-9	-37	-9	0.2	-4	0.4	-6	2	4
C/C(=N\NC(=O)COc1ccc([N+](=O)[O-])cc1)c1ccco1
    -2	0	8	16	-11	-0.2	-1	0.1	2	-8	-1
Cc1ccc(CN2[C@@H](Cc3ccccc3)C(=O)CS2(=O)=O)cc1
    0	0	12	2	-25	1.4	-2	-0.2	0	5	-20
Cc1cc(F)ccc1NS(=O)(=O)c1c(C)nc2scc(C)n2c1=O
    16	8	18	-16	-6	-0.1	3	-0.1	2	2	0
Cc1cc(C)nc(SCc2nnc(SCC(=O)Nc3cc(C(F)(F)F)ccc3Cl)o2)n1
    5	1	-12	15	-18	3.3	3	-0.1	7	7	-10
CC1Cc2ccccc2N1C(=O)c1ccc2c(c1)nnn2C (stereo not drawn)
    12	-4	-4	10	-3	4.9	2	-0.1	6	12	10
O=[N+]([O-])c1ccc(N2CCSCC2)cc1O
    -1	-9	-11	11	-2	0.2	-1	0.1	2	-1	-5
Cc1nnc(SCC(=O)N2CCN(S(=O)(=O)c3ccc(Cl)cc3)CC2)[nH]c1=O
    5	-6	-9	1	-11	-2.1	2	-0.1	11	-2	-9
O=C(N/N=C/c1c[nH]c2ccc(Br)cc12)C1CC1
    -4	2	0	-18	0	-0.2	-1	0.1	-4	4	-15
CCOc1ccccc1NC(=O)c1ccccc1-c1nc(-c2ccccc2)no1
    -68	-13	12	-6	-10	-0.5	-2	0.0	16	-2	20
CC(=O)c1cccc(NC(=O)COC(=O)c2cccc(N3C(=O)c4ccccc4C3=O)c2)c1
    12	-4	-10	-5	-22	2.6	3	-0.1	11	-7	-20
COC(=O)c1ccc(COC(=O)c2ccc(SC)cc2OC)cc1
    -181	3	-23	12	-66	-2.8	6	0.2	-157	-13	-59
CN(c1cccc(NC(=O)Cc2ccccc2)c1)S(C)(=O)=O
    -27	-2	4	-15	-7	5.8	2	0.1	-4	6	6
CCOC(=O)[C@]12CCCC=C1N(Cc1ccco1)C(=O)[C@H](CC(=O)NCc1ccccc1)C2
    12	.	-3	.	-14	-0.2	.	-0.3	.	.	.
c1csc(CNc2ccn3nc(-c4ccc(OCCN5CCOCC5)cc4)cc3n2)c1
    -134	-7	23	-6	-21	0.0	.	-0.2	-21	.	-24
Nc1nc(Cl)nc2c1ncn2C1CCC(CO)O1 (stereo not drawn)
    9	4	-12	-6	12	0.9	.	-0.2	-4	.	-7

Outcome played no part in choosing rows; 4.4% or so of the library scored in one or more.
